PPARg SRC3 recr: PPARgamma-driven SRC-3 recruitment agonism; P37231; biochemical PPARgamma/SRC-3 coactivator recruitment assay; activation, % at 8 µM; hit rate 0.26% among 200,000; AID 731; in the data active means activation above about 23%;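 further: 0% = DMSO and 100% = reference agonist; some compounds past the cut are filed as inactive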
Target sequence (P37231 whole entry, looked up): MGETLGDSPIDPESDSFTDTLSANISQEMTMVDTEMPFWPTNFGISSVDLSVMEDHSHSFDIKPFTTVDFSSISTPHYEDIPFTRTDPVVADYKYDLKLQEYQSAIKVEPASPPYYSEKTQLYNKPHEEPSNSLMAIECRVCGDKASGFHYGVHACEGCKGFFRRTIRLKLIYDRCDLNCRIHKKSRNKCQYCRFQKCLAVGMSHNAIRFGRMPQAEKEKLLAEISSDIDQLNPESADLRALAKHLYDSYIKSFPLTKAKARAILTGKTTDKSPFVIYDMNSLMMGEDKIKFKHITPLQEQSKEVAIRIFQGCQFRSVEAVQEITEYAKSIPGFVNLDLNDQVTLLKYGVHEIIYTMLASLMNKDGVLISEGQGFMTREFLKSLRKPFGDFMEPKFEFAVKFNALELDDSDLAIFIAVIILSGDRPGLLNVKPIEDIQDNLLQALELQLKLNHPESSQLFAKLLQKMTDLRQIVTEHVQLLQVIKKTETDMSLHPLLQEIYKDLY
PPARg SRC2 recr: promotes SRC-2 coactivator recruitment by human PPARgamma | P37231 | PPARgamma LBD-SRC-2 recruitment, biochemical | activation, % at 8 µM | hit rate 0.34% among 200,000; in the data active means activation above about 22%;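 further: 0% = vehicle and 100% = reference agonist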
ROMK primary: human ROMK K+ channel modulation, primary screen; B-score at 10 µM; hit rate 2% among 130,000; AID 1918; Tet-inducible ROMK, thallium flux fluorescence; actives lie on both sides; P48048;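 active means signal ratio slope over the read window, or its plate-corrected B-score, at least 3 SD from the plate mean, either direction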;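 further: B-score of the F/F0 ratio slope over 7 to 12 s after thallium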
SRC2 TRFRET art: flags TR-FRET format artefacts in PPARgamma SRC-2 recruitment agonist screen. TR-FRET artefact counter-screen; hits give high values. TR-FRET ratio at 8 µM. hit rate 0.4% among 200,000; in the data active means TR-FRET ratio above about 2000; further: inactives centre near 1500
RAM network inh: inhibitors of the yeast RAM network; hit rate 1.8% among 190,000; inhibition, % at 50 µM; AID 868; S. cerevisiae dse1pr::URA3 reporter, 5-FOA growth OD615, 2 d; analog-sensitive cbk1-as2 kinase mutant strain;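 active means inhibition above a set limit, 3 SD over mean compound inhibition, cut at about 8.4% in these data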;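 further: 0% = DMSO-only wells with no growth and 100% = 10 µM 1-NA-PP1 full growth; inhibition rescues growth on 5-FOA so higher OD means more RAM inhibition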
STAT3 inh: reduces IL-6 driven STAT3 reporter signal; AID 862; hit rate 0.89% among 190,000; inhibition, % at 5.5 µM; U3A cells, IL-6 STAT3-luciferase reporter, luminescence; host cell line lacks STAT1;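 active means inhibition above the mean inhibition across all screened compounds plus 3 SD, cut at about 44% in these data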;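 further: 0% = DMSO only wells and 100% = 100 µM nifuroxazide control wells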
STAT1 blocker: inhibitors of IFN-gamma induced STAT1 signaling | NIH 3T3 STAT1-luciferase reporter, luminescence | inhibition, % at 5.5 µM | hit rate 0.35% among 200,000;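 active means inhibition above a set limit, the mean inhibition across all tested compounds plus 3 SD, cut at about 34% in these data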;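 further: 0% = IFN-gamma with DMSO and 100% = IFN-gamma with 300 µM nifuroxazide; values of inactives mirror those of a sister screen read the other way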
TLR4-MyD88 BLA: blocks binding of human TLR4 to MyD88; inhibition, % at 8.4 µM; O00206+Q99836; hit rate 0.18% among 200,000; HeLa CL3-4 TLR4/MyD88 BLA complementation, FRET ratio; in the data active means inhibition above about 25%;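 further: 0% = vehicle and 100% = reference inhibitor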
S1P3 antagonist: blocks the human S1P3 receptor | Q99500 | CHO S1P3 NFAT-BLA reporter, FRET fluorescence, antagonist mode | hit rate 0.27% among 170,000 | inhibition, % at 4.98 µM;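 active means inhibition above the plate cutoff, the mean inhibition of test wells on that plate plus 3 SD, cut at about 28% in these data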;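 further: cells challenged with S1P at its EC80 of 0.8 µM; blue over green emission ratio from cleaved BLA substrate after 4 h stimulation; 0% = S1P-stimulated wells and 100% = unstimulated DMSO-only wells; some compounds past the cut are filed as inactive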
Target sequence (Q99500 whole entry, looked up): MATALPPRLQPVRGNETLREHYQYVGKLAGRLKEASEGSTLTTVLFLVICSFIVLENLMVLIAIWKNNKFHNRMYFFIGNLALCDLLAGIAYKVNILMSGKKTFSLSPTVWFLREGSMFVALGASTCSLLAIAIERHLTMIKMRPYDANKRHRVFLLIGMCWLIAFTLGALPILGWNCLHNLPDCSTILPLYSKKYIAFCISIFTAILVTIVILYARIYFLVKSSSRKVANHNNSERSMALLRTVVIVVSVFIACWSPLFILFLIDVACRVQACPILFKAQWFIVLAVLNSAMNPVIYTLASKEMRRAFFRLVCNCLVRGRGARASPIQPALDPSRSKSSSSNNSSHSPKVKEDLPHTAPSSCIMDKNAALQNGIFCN
STAT3 act: activators of IL-6 induced STAT3 signaling; U3A cells, IL-6 STAT3-luciferase reporter, luminescence; 100% = signal with IL-6 EC80 alone; activation (% of control), % at 5.6 µM; hit rate 0.91% among 190,000; AID 871;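 active means activation above the screen-wide mean of compound activation plus 3 SD, cut at about 130% in these data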;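 further: 0% = background luminescence of wells with medium and substrate only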
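Test system: human U3A cells carrying STAT3-luciferase construct; control set: IL-6-only wells as 100% reference; timing: compound pre-incubation 1 h before IL-6, then 6 h stimulation at 37 °C; also added: IL-6 stimulus at 33 ng/mL final; evaluation: % activation versus median of IL-6-stimulated wells; detection: reporter luminescence signal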
PPARg SRC1 recr: promotes SRC-1 coactivator recruitment by human PPARgamma; P37231; PPARgamma-SRC-1 coactivator recruitment biochemical assay; activation, % at 8 µM; hit rate 0.41% among 200,000; in the data active means activation above about 19%;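 further: 0% = DMSO and 100% = reference agonist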
* hit, by the source's call.

Results for COc1ccc(C2(CNC(=O)c3cccc([N+](=O)[O-])c3)CCCCC2)cc1OC ?
PPARg SRC3 recr: -2; PPARg SRC2 recr: -9; ROMK primary: -0.12; SRC2 TRFRET art: 1419; RAM network inh: -0.3; STAT3 inh: -4; STAT1 blocker: -3; TLR4-MyD88 BLA: -12; S1P3 antagonist: -12; STAT3 act: 101; PPARg SRC1 recr: 2

Results for CC1=C(C(=O)OCCNC(=O)c2cccnc2)C(c2cccc([N+](=O)[O-])c2)C(C(=O)OCCN(C)C)=C(C)N1 (stereo unspecified) ?
PPARg SRC3 recr: 2; PPARg SRC2 recr: -3; ROMK primary: -0.025; SRC2 TRFRET art: 1510; RAM network inh: 0.3; STAT3 inh: 4; STAT1 blocker: 6; TLR4-MyD88 BLA: 2; S1P3 antagonist: -8; STAT3 act: 100; PPARg SRC1 recr: 5

Results for Cc1nc2sc(C(c3cccs3)N3CCN(C(=O)c4ccco4)CC3)c(O)n2n1 (stereo unspecified) ?
PPARg SRC3 recr: -1; PPARg SRC2 recr: -5; SRC2 TRFRET art: 1658; RAM network inh: 4.5; STAT3 inh: 4; STAT1 blocker: 0; TLR4-MyD88 BLA: -3; S1P3 antagonist: -11; STAT3 act: 97; PPARg SRC1 recr: 5

What do the screens show for `N#CC1=C(N)Oc2cc3ccccc3cc2C1c1cccnc1` (stereo unspecified)?
PPARg SRC3 recr: -12; PPARg SRC2 recr: -1; SRC2 TRFRET art: 1461; RAM network inh: 0.3; STAT3 inh: -3; STAT1 blocker: -5; TLR4-MyD88 BLA: 0; STAT3 act: 105; PPARg SRC1 recr: 6

Results for O=C(c1ccc2c(c1)C(=O)N(Cc1ccco1)C2O)N1CCOCC1 (stereo unspecified) ?
PPARg SRC3 recr: 5; PPARg SRC2 recr: 6; SRC2 TRFRET art: 1617; RAM network inh: 2.2; STAT3 inh: 6; STAT1 blocker: 1; TLR4-MyD88 BLA: 4; S1P3 antagonist: 7; STAT3 act: 102; PPARg SRC1 recr: 7

Results for COc1ccc2c(C(F)(F)F)cc(=O)oc2c1C ?
PPARg SRC3 recr: -5; PPARg SRC2 recr: 8; ROMK primary: -2.5; SRC2 TRFRET art: 1505; RAM network inh: 1.4; STAT3 inh: 8; STAT1 blocker: 4; TLR4-MyD88 BLA: 18; S1P3 antagonist: 1; STAT3 act: 96; PPARg SRC1 recr: 1

Results for CC(C)Oc1cccc(C(=O)NC(=S)Nc2ccccc2)c1 ?
PPARg SRC3 recr: -4; PPARg SRC2 recr: 2; SRC2 TRFRET art: 1486; RAM network inh: 2.7; STAT3 inh: -2; STAT1 blocker: -50; TLR4-MyD88 BLA: 0; S1P3 antagonist: 18; STAT3 act: 102; PPARg SRC1 recr: -4

Results for COC(=O)CSc1nc(C2CC2)nc2ccccc12 ?
PPARg SRC3 recr: -6; PPARg SRC2 recr: -4; SRC2 TRFRET art: 1653; RAM network inh: -0.4; STAT3 inh: 0; STAT1 blocker: -8; TLR4-MyD88 BLA: -14; S1P3 antagonist: 20; STAT3 act: 105; PPARg SRC1 recr: 0

What do the screens show for `C/C(N)=C(/C#N)C(=O)COC(=O)c1ccccc1C(=O)c1ccc(C)cc1`?
PPARg SRC3 recr: 1; PPARg SRC2 recr: 4; ROMK primary: -0.66; SRC2 TRFRET art: 1710; RAM network inh: 2.1; STAT3 inh: 4; STAT1 blocker: 7; TLR4-MyD88 BLA: 5; S1P3 antagonist: 12; STAT3 act: 102; PPARg SRC1 recr: -1

Results for CCN(C1CCCCC1)S(=O)(=O)c1cc(C)ccc1OC ?
PPARg SRC3 recr: 2; PPARg SRC2 recr: 10; ROMK primary: -1.6; SRC2 TRFRET art: 1515; RAM network inh: -0.7; STAT3 inh: 7; STAT1 blocker: 6; TLR4-MyD88 BLA: -3; S1P3 antagonist: -4; STAT3 act: 97; PPARg SRC1 recr: -2

Results for N#C/C(=C/c1ccc(Sc2nc3ccccc3[nH]2)o1)c1ccccc1F ?
PPARg SRC3 recr: -4; PPARg SRC2 recr: 4; ROMK primary: -0.69; SRC2 TRFRET art: 1604; RAM network inh: 3.7; STAT3 inh: 15; STAT1 blocker: 7; TLR4-MyD88 BLA: -6; STAT3 act: 92; PPARg SRC1 recr: 2

Results for C=C(C)Cn1c(SCC(=O)O)nnc1-c1ccc(OC)cc1 ?
PPARg SRC3 recr: -2; PPARg SRC2 recr: 4; ROMK primary: -0.15; SRC2 TRFRET art: 1631; RAM network inh: 0.4; STAT3 inh: 1; STAT1 blocker: -3; TLR4-MyD88 BLA: -10; STAT3 act: 104; PPARg SRC1 recr: 4

Results for CN(C)c1ccc(C(=O)c2ccc(O)cc2O)cc1 ?
PPARg SRC3 recr: 19; PPARg SRC2 recr: 12; ROMK primary: 2.4; SRC2 TRFRET art: 1619; RAM network inh: -1.2; STAT3 inh: -6; STAT1 blocker: -5; TLR4-MyD88 BLA: -5; STAT3 act: 108; PPARg SRC1 recr: -1

What do the screens show for `CC[n+]1c(/C=C/N(C)c2ccccc2)oc2ccccc21`?
PPARg SRC3 recr: -1; PPARg SRC2 recr: -5; SRC2 TRFRET art: 1699; RAM network inh: 1.8; STAT3 inh: 43; STAT1 blocker: 29; TLR4-MyD88 BLA: 16; S1P3 antagonist: -6; STAT3 act: 66; PPARg SRC1 recr: 3

What do the screens show for `CSCCC(NC(=O)c1ccc(C(C)(C)C)cc1)C(=O)O` (stereo unspecified)?
PPARg SRC3 recr: 3; PPARg SRC2 recr: -6; ROMK primary: 0.079; SRC2 TRFRET art: 1561; RAM network inh: 0.0; STAT3 inh: -6; STAT1 blocker: 3; TLR4-MyD88 BLA: 0; S1P3 antagonist: -12; STAT3 act: 105; PPARg SRC1 recr: 2

How did COC(=O)CSc1nc(C)c(C)c(C)c1C(N)=O do in these assays?
PPARg SRC3 recr: -1; PPARg SRC2 recr: 4; ROMK primary: 0.94; SRC2 TRFRET art: 1793; RAM network inh: 0.2; STAT3 inh: 9; STAT1 blocker: -4; TLR4-MyD88 BLA: 7; S1P3 antagonist: 2; STAT3 act: 97; PPARg SRC1 recr: -2

How did Cc1ccc(CSCCNC(=O)c2ccc(Cl)c(S(=O)(=O)N3CCOCC3)c2)cc1 do in these assays?
PPARg SRC3 recr: 0; PPARg SRC2 recr: -1; ROMK primary: -4*; SRC2 TRFRET art: 1377; RAM network inh: 4.9; STAT3 inh: 9; STAT1 blocker: 7; TLR4-MyD88 BLA: 0; STAT3 act: 95; PPARg SRC1 recr: 4

What do the screens show for `CCC(C)c1ccccc1NC(=O)COC(=O)CCc1cc(OC)c(OC)c(OC)c1` (stereo unspecified)?
PPARg SRC3 recr: -1; PPARg SRC2 recr: -8; ROMK primary: -0.18; SRC2 TRFRET art: 1616; RAM network inh: 0.9; STAT3 inh: 7; STAT1 blocker: -1; TLR4-MyD88 BLA: -11; S1P3 antagonist: 5; STAT3 act: 93; PPARg SRC1 recr: 3

How did CCOc1cccc(C(=O)Nc2ccc(N3CCN(S(C)(=O)=O)CC3)cc2)c1 do in these assays?
PPARg SRC3 recr: 4; PPARg SRC2 recr: 7; SRC2 TRFRET art: 1603; RAM network inh: 5.8; STAT3 inh: 0; STAT1 blocker: -9; TLR4-MyD88 BLA: -9; S1P3 antagonist: -2; STAT3 act: 103; PPARg SRC1 recr: 12

How did CCCN(CCC)C(=O)CSc1nc2n[nH]c(C)c2c(=N)n1-c1ccc(OCC)cc1 do in these assays?
PPARg SRC3 recr: 1; PPARg SRC2 recr: 9; SRC2 TRFRET art: 1786; RAM network inh: 1.6; STAT3 inh: 27; STAT1 blocker: -5; TLR4-MyD88 BLA: 1; S1P3 antagonist: -22; STAT3 act: 80; PPARg SRC1 recr: 7

What do the screens show for `NC(=O)c1c(NC(=O)COC(=O)CSc2nnc(-c3ccc(Cl)cc3)o2)sc2c1CCC2`?
PPARg SRC3 recr: 0; PPARg SRC2 recr: 6; SRC2 TRFRET art: 1664; RAM network inh: 1.6; STAT3 inh: 4; STAT1 blocker: -5; TLR4-MyD88 BLA: 8; S1P3 antagonist: -13; STAT3 act: 101; PPARg SRC1 recr: 9

How did CCCCN(CCCC)S(=O)(=O)c1ccc(C(=O)Nc2nnc(COC)o2)cc1 do in these assays?
PPARg SRC3 recr: 6; PPARg SRC2 recr: -1; SRC2 TRFRET art: 1498; RAM network inh: -0.2; STAT3 inh: 3; STAT1 blocker: -6; TLR4-MyD88 BLA: 5; S1P3 antagonist: 4; STAT3 act: 101; PPARg SRC1 recr: -1

What do the screens show for `CCOC(=O)/C(=C/C=C1\Sc2ccccc2N1CC)C(C)=O`?
PPARg SRC3 recr: -1; PPARg SRC2 recr: -10; SRC2 TRFRET art: 1504; RAM network inh: 0.5; STAT3 inh: 21; STAT1 blocker: -5; TLR4-MyD88 BLA: -1; S1P3 antagonist: 9; STAT3 act: 83; PPARg SRC1 recr: -7

What do the screens show for `CCCCCn1c(N2CCOCC2)nc2c1c(=O)n(CC(N)=O)c(=O)n2C`?
PPARg SRC3 recr: -13; PPARg SRC2 recr: -5; SRC2 TRFRET art: 1682; RAM network inh: -0.5; STAT3 inh: -7; STAT1 blocker: -2; TLR4-MyD88 BLA: -10; S1P3 antagonist: -17; STAT3 act: 111; PPARg SRC1 recr: 13

What do the screens show for `CC(C)CCNC(=S)Nc1ccc(Br)cc1`?
PPARg SRC3 recr: 4; PPARg SRC2 recr: 4; ROMK primary: -2; SRC2 TRFRET art: 1621; RAM network inh: 0.5; STAT3 inh: 11; STAT1 blocker: -11; TLR4-MyD88 BLA: -3; S1P3 antagonist: 7; STAT3 act: 97; PPARg SRC1 recr: 5

What do the screens show for `Cc1cc(C(=O)N/N=C/C=C/c2ccc([N+](=O)[O-])cc2)n[nH]1`?
PPARg SRC3 recr: 1; PPARg SRC2 recr: -1; ROMK primary: -0.11; SRC2 TRFRET art: 1563; RAM network inh: 3.6; STAT3 inh: 10; STAT1 blocker: -10; TLR4-MyD88 BLA: 13; S1P3 antagonist: -4; STAT3 act: 95; PPARg SRC1 recr: -4

Results for Cc1cc(C)n2nc(-c3ccsc3-n3c(C)ccc3C)cc2n1 ?
PPARg SRC3 recr: 3; PPARg SRC2 recr: 9; SRC2 TRFRET art: 1544; RAM network inh: 3.5; STAT3 inh: 15; STAT1 blocker: -3; TLR4-MyD88 BLA: -5; STAT3 act: 96; PPARg SRC1 recr: 10

What do the screens show for `CSc1nc2ccccc2c(=O)n1Cc1ccc(F)cc1`?
PPARg SRC3 recr: -1; PPARg SRC2 recr: -3; ROMK primary: -1.4; SRC2 TRFRET art: 1352; RAM network inh: 4.3; STAT3 inh: 2; STAT1 blocker: -1; TLR4-MyD88 BLA: -1; S1P3 antagonist: -9; STAT3 act: 103; PPARg SRC1 recr: -3

Screening data: PubChem BioAssay, several laboratories

Hits appear at their usual frequency. Share with any hit: about 5.6%.
